Source: PubChem BioAssay
TNAP activation fold: human TNAP enzyme activators, primary screen, biochemical, luminescent, no phosphate acceptor, uHTS (AID 1001); 200,000 compounds, 0.03% hits; purified TNAP, luminescent activation assay, no phosphate acceptor; higher activation fold means a stronger effect; one-dose activation fold at 20 µM; EC50 in µM for titrated hits; in the data active = activation fold from about 3, or a potency from the dose series; inactive = the rest, 99 in 100 with activation fold below about 1.6; also: many of its hits are not listed in these tables
Lipid droplet: inhibitors of hepatocyte lipid droplet formation, primary screen, imaging, high-throughput imaging, BODIPY stain. inhibition, % at 6.5 µM. 240,000 compounds, 0.4% hits. AML12 mouse hepatocytes, oleate lipid droplets;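 active = lipid droplet intensity inhibited by at least 50%, with more than 500 cells counted; inconclusive = wells with under 300 cells, treated as cytotoxic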
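Material – AML12 mouse liver cells · Also added – oleate loading, 100 µM · Compound dosing – 6.5 µM single-point dosing · Times – overnight treatment with compound plus oleate · Measured by – fluorescence imaging, 20x objective, two fields per well · Read-out – percent inhibition of filter-corrected integrated lipid droplet intensity per well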
PMI inhibition: human PMI inhibitors, high substrate, primary screen, biochemical, fluorescence intensity, high mannose 6-phosphate (AID 1220); recombinant PMI enzyme, coupled fluorescence intensity; higher % means a stronger effect; inhibition, % at 20 µM; hits with a dose series show IC50 in µM; 190,000 compounds, 0.66% hits
K1F lysis inhibition: inhibition of K1F phage lysis, E. coli UTI89, bacterial capsule biogenesis inhibitors, alamar blue (AID 488966). E. coli UTI89 K1F phage lysis, alamar blue, 2 h; higher % means a stronger effect. inhibition, % at 100 µM, or IC50 in µM where a hit was titrated. 340,000 compounds, 0.02% hits;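 active = phage lysis inhibition, versus mean bacterial control, above a set limit; inconclusive = no clear call, values can overlap the other calls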;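 also: capsule biogenesis inhibitors block K1F phage lysis so surviving cells raise fluorescence; higher fluorescence means more inhibition of phage lysis; actives were called in the ten point dose series up to 300 µM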
M1AAP inhibition: P. falciparum M1AAP inhibitors, biochemical, fluorogenic H-Leu-NHMec substrate, 1536-well (AID 1445) | Aminopeptidase N (Plasmodium falciparum (isolate 3D7)) | recombinant M1AAP, H-Leu-NHMec fluorogenic kinetic assay; higher % means a stronger effect | 220,000 compounds, 0.42% hits | inhibition, % at 30 µM; hits with a dose series show IC50 in µM;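 active = primary inhibition above the hit cutoff, then over 50% inhibition at one or more dose response concentrations, cut at about 23% in these data, passing the limit was not always enough; inconclusive = conflicting primary data, or primary hits not chosen for dose response; inactive = low primary inhibition, or under 50% at every dose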;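 also: plate controls were DMSO full reaction for no effect and no enzyme background for full effect; strong numbers were not always called active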
ER stress rescue: rescue of cells from ER stress-induced death, primary screen, 384-well, CSM14.1, thapsigargin, ATP luminescence (AID 1222); CSM14.1 thapsigargin-induced death rescue, ATP luminescence; higher % means a stronger effect; one-dose cellular ATP content (survival), % at 20 µM; EC50 in µM for titrated hits; 190,000 tested, under 10 active;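 active = EC50 below 50 µM in the dose-response confirmation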;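 also: death triggered by thapsigargin at about 15 µM added after 2 h compound pretreatment; cell ATP read after overnight thapsigargin exposure of roughly 18 to 22 hours; normalized against plate controls of thapsigargin alone and 5% DMSO vehicle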
WT yeast gro inh: growth inhibition of WT strain, primary screen, mitochondrial fusion inhibitor project, WT and mutant strains, chemical genetic. AID 1362, 2008. 190,000 compounds, 2.1% hits. inhibition, % at 10 µM. mitochondrial fusion phenotypic screen; in the data active = inhibition above about 58%; tested in S. cerevisiae
PMI inhibitors: inhibitors of human PMI, primary screen, biochemical, fluorescence intensity, coupled assay (AID 1209); purified PMI enzyme, coupled fluorescence intensity; higher % means a stronger effect; 190,000 compounds, 0.42% hits; Mannose-6-phosphate isomerase (Homo sapiens); inhibition, % at 20 µM, or IC50 in µM where a hit was titrated;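 also: plate controls were DMSO vehicle for no effect and wells lacking substrate for full effect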
Myeloid diff 2: induction of myeloid progenitor differentiation, primary screen, cell-based, flow cytometry, MLPCN library; calls only at 10 µM; AID 624256, 2012; ER-HoxA9 myeloid progenitors, lysozyme-GFP differentiation; 360,000 compounds, 1% hits;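 active = normalized GFP-positive differentiation at or above the plate's own cutoff, the solvent-only control mean plus 3 SD; inconclusive = no clear call, values can overlap the other calls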;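 also: cells exposed to compound for four days before flow analysis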
WT yeast gro inh mutant strain: also measured in WT yeast gro inh; calls as there; inhibition, %; mitochondrial fusion phenotypic screen, mutant strain inhibition
Lipid droplet cells 6.5 µM: further read-out of Lipid droplet, marked with its call; cell count; measured here: cell count, cytotoxicity flag;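 cells counted across two imaged fields per well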
Myeloid diff 2 GFP+ MAC1+ %: recorded beside Myeloid diff 2, whose call it bears; GFP+ MAC1+ double positive, %; measured here: differentiation confirmed by MAC1 staining
* = called active by the depositor; i = inactive; ? = inconclusive; / = not tested or not shown; + = active, no number; & = joins results of further samples; [ ] = another dose, or the depositor's remark. Rule as the data show it, unless noted: active = inhibition above about 50%; inactive = the rest.

Under each structure – ER stress rescue	TNAP activation fold	Myeloid diff 2 GFP+ MAC1+ %	WT yeast gro inh	PMI inhibitors	M1AAP inhibition	WT yeast gro inh mutant strain	PMI inhibition	K1F lysis inhibition	Myeloid diff 2	Lipid droplet cells 6.5 µM	Lipid droplet
CN(CCC#N)C(=O)COC(=O)c1nn(-c2ccccc2)c(=O)c2ccccc12
    5.7%	1.1	0.4	-0.3	2.0%	-4.8%	11.2	4.1%	/	i	660	4.4
O=C(Cc1c[nH]c2ccccc12)Nc1ccccc1N1CCOCC1
    0.3%	1	0.3	-6.9	-0.9%	1.5%	-17.5	7.3%	0.2%	i	694	-22.8
COc1ccc(-c2nnc(OCc3ccccc3)c3ccccc23)cc1
    0.0%	1	1.1	9.1	25.0%	1.5%	0.2	14.3%	1.4%[50 µM]	i	615	1.4
COc1ccc(OC)c(NC(=O)Cn2c(CCC(=O)O)ccc2-c2cccs2)c1
    -1.5%	1.1	0.6	-9.7	11.4%	16.4%	4.9	3.6%	0.4%	i	731	-3.1
O=C(O)c1ccc(N/N=C/c2cn(-c3ccccc3)nc2-c2cccs2)cc1
    2.4%	1	0.5*	25.0	-55.7%	11.5%	5.6	-74.4%	1.0%	+	672	2.7
CC(=O)N1N=C(c2ccco2)CC1c1ccc(Br)cc1 (stereo unspecified)
    2.5%	1.1	0.7	7.6	7.5%	-8.6%	-2.6	-5.9%	1.4%[50 µM]	i	697	10.3
CN(Cc1ccc(OC(F)F)cc1)Cc1nc2c(Br)cc(Br)cc2c(=O)[nH]1
    2.0%	1.3	0.5	69.8*	5.1%	0.8%	42.1*	0.7%	-0.4%	i	671	-10.7
C[C@H]1CN=C2N(CCNC(=O)CCC3CCCCC3)[C@H](Cc3ccc(O)cc3)CN21
    -2.1%	1	0.8	-2.4	2.5%	0.8%	1.1	-3.5%	0.1%	i	649	4.8
CCC(Sc1nc(C)cc(=O)[nH]1)C(=O)Nc1nc(-c2ccccc2)cs1 (stereo unspecified)
    4.2%	1.1	1.0	-4.3	8.6%	-2.5%	-3.0	1.0%	-4.4%	i	773	4.6
C[C@]12CCC3C(CC=C4C[C@@H](O)CC[C@@]43C)C1CCC2[C@]1(C)CCC(=O)O1 (stereo partly specified)
    0.0%	1	0.7	18.0	9.9%	-2.1%	-16.6	2.1%	0.2%	i	591	-0.6
O=C(COc1ncnc2cc([N+](=O)[O-])ccc12)NC1CCCCC1
    /	/	0.8	/	/	3.0%	/	/	0.0%	i	640	-4.6
COc1cc(CNn2cn[nH]c2=S)cc(Cl)c1OCc1ccc(F)cc1
    -1.3%	1	0.0	66.0*	21.7%	-7.0%	8.5*	23.9%	4.5%	i	587	25.6
CC(OC(=O)c1cc2sccc2n1C)C(=O)NCc1ccco1 (stereo unspecified)
    2.1%	1.1	4.1	-5.7	-13.9%	-1.5%	0.8	8.1%	-2.0%	i	/	/
Nc1nc(SCC(=O)NCc2ccccc2Cl)[nH]c(=O)c1NC(=O)c1ccccc1F
    5.4%	1.1	0.6	-5.0	8.7%	1.4%	-17.6	-8.0%	2.6%	i	352	-4.1
O=C(c1cccc(S(=O)(=O)N2CCOCC2)c1)N1CCN(Cc2ccc3c(c2)OCO3)CC1
    -1.4%	1	0.5	-11.5	-7.7%	-6.0%	6.4	-1.6%	0.2%	i	695	2.6
N#CCn1cnc2sc(-c3ccccc3)cc2c1=O
    0.1%	1.1	0.2	15.3	4.6%	-2.2%	17.2	9.3%	0.2%	i	654	0.8
Cc1ccc(S(=O)(=O)NC(=O)Nc2nccs2)cc1
    /	/	0.4	/	/	-1.4%	/	/	0.6%	i	859	2.9
CCOc1ccccc1NC1=C(Cl)C(=O)N(Cc2ccccc2)C1=O
    -1.8%	1	2.1	/	6.4%	11.8%	/	-1.3%	0.9%	i	762	-1.1
CCn1c(SCC(=O)Nc2nc(C)c(C)s2)nc2cccnc21
    -2.9%	1.1	0.9	1.6	2.7%	5.2%	5.2	6.6%	0.1%	i	713	-15.9
O=C(O)CSc1nc2ccccc2s1
    /	/	0.5	/	/	5.5%&2.4%	/	/	0.4%	i	740&742	2.3&-2.1
CCc1nnc(NC(=O)CSc2nnc(Cc3cc(=O)[nH]c(=O)[nH]3)n2-c2ccc(OC)cc2)s1
    -0.4%	1.1	/	-8.1	-22.2%	9.2%	-21.8	-7.7%	-1.9%	?	714	-4.1
CC(=O)c1c[nH]c2ccc(C)cc2c1=O
    -2.6%	1.1	2.2	/	3.1%	6.2%	/	3.2%	-0.1%	i	695	4.8
COc1cc(C(F)(F)F)c(C(=O)NCc2cccc(Cl)c2)cn1
    /	/	0.6	/	/	-0.5%	/	/	0.3%	i	675	4.7
CCC(C)(C)n1nnnc1C(C(C)C)N1CCC(C(N)=O)CC1 (stereo unspecified)
    -0.8%	1.1	2.1	30.5	1.8%	6.9%	-4.1	7.2%	-0.2%	i	/	/
CCSC(=O)NC12CC3CC(CC(C3)C1)C2
    -0.7%	1.1	0.6	0.3	2.7%	1.1%	-1.1	1.7%	0.9%	i	573	-0.8
CCCCN(C(=O)CN1CCOCC1)c1c(N)n(CC(C)C)c(=O)[nH]c1=O
    -1.7%	1.1	0.5	-8.1	14.7%	-0.6%	11.4	9.4%	2.3%	i	679	3.6
Cn1c(N)c(S(=O)(=O)NCc2ccc(Cl)cc2)c(=O)n(C)c1=O
    -0.6%	1.2	0.2	-7.9	1.2%	0.5%	-3.5	7.3%	0.1%	i	737	-10.6
O=C(/C=C/c1ccc(F)cc1)N1CCN(c2ncccn2)CC1
    -2.3%	1	0.3	2.8	-7.7%	1.9%	8.1	-1.5%	-0.8%	i	756	9.1
COc1ccc(C(=O)Nc2ccccc2C(=O)NC(Cc2c[nH]c3ccccc23)C(=O)O)cc1 (stereo unspecified)
    -0.7%	1.1	0.4	-2.1	6.8%	11.8%	9.6	10.3%	/	i	651	1.4
COC(=O)c1sc(=S)n(-c2cccc(Cl)c2)c1N
    0.6%	1.1	0.6	-10.5	75.9%*	2.5%	15.6	46.0%	2.7%	i	/	/

Some of these compounds in order of SMILES length, high to low.
Under each structure – ER stress rescue	TNAP activation fold	Myeloid diff 2 GFP+ MAC1+ %	WT yeast gro inh	PMI inhibitors	M1AAP inhibition	WT yeast gro inh mutant strain	PMI inhibition	K1F lysis inhibition	Myeloid diff 2	Lipid droplet cells 6.5 µM	Lipid droplet
COc1ccc(C(=O)Nc2ccccc2C(=O)NC(Cc2c[nH]c3ccccc23)C(=O)O)cc1 (stereo unspecified)
    -0.7%	1.1	0.4	-2.1	6.8%	11.8%	9.6	10.3%	/	i	651	1.4
COc1cc(C(F)(F)F)c(C(=O)NCc2cccc(Cl)c2)cn1
    /	/	0.6	/	/	-0.5%	/	/	0.3%	i	675	4.7
CCSC(=O)NC12CC3CC(CC(C3)C1)C2
    -0.7%	1.1	0.6	0.3	2.7%	1.1%	-1.1	1.7%	0.9%	i	573	-0.8

Going on with the list.
Under each structure – ER stress rescue	TNAP activation fold	Myeloid diff 2 GFP+ MAC1+ %	WT yeast gro inh	PMI inhibitors	M1AAP inhibition	WT yeast gro inh mutant strain	PMI inhibition	K1F lysis inhibition	Myeloid diff 2	Lipid droplet cells 6.5 µM	Lipid droplet
CSc1ccc(/C=C/C(=O)c2ccc(O)cc2)cc1
    -4.2%	1.3	0.0	33.9	9.7%	18.1%	17.3	0.5%	-5.2%	i	655	1.5
CCCCc1cc(=O)oc2c(CN3CCCC3)c(O)ccc12
    1.5%	1.1	0.8	11.4	-4.7%	?	13.9	-4.3%	0.3%	i	/	/
CCOC(=O)Cn1c(=O)c2c(nc3n2CCN3c2ccc(C)cc2)n(C)c1=O
    -2.7%	1.1	/	/	8.9%	/	/	1.7%	/	/	701	7.0
Cn1ncc(Br)c1C(=O)N1CCc2ccccc21
    -0.8%	1	0.9	-11.8	6.9%	5.2%	-38.3	7.4%	0.3%	i	730	-4.3
COc1ccc(-c2cc(-c3nnc(COC(=O)C4CC4)o3)c3ccccc3n2)cc1OC
    0.0%	1.1	0.2	29.4	21.0%	-0.5%	11.1	16.4%	3.6%	i	661	15.4
COC(=O)c1sccc1NC(=S)Nc1cc(C)ccc1OC
    2.0%	1.1	0.4	-16.1	12.3%	-0.5%	8.0	21.3%	0.2%	i	721	14.7
NC(=O)COc1ccc(NC(=O)c2ccccc2-c2ccccc2)cc1
    -0.3%	1.1	0.5	6.5	2.5%	-4.1%	12.2	1.5%	0.0%	i	711	2.3
COc1ccc(CC(=O)Nc2ccc(NC(=O)c3ccccc3F)cc2)cc1
    1.0%	1.2	1.0	13.9	-6.2%	/	10.2	-5.0%	0.5%	i	580	-21.8
COc1cc(C(=O)Oc2cccc(Nc3ncnc4ccccc34)c2)cc(OC)c1OC
    1.5%	1.1	/	10.2	6.7%	10.6%	-1.0	4.1%	0.4%	/	/	/
COC(=O)c1ccc(NC(=O)CC2C(=O)N(C)C(=S)N2Cc2ccc(S(N)(=O)=O)cc2)cc1 (stereo unspecified)
    /	/	0.4	/	/	2.2%	/	/	1.5%	i	746	5.9
COc1ccc2cc(C(=O)C3CCCN(C(=O)c4cnccn4)C3)ccc2c1 (stereo unspecified)
    /	/	0.2	/	/	-2.5%	/	/	0.0%	i	663	-6.2
CC(C)(C)SCCNC(=O)CN(c1ccc(F)cc1)S(C)(=O)=O
    -1.9%	1.1	6.5	9.5	0.3%	3.9%	-1.9	0.3%	8.5%	i	/	/
CC1CCN(C(=O)C2CCN(CCCc3ccccc3)CC2)CC1
    4.1%	1.1	/	8.2	2.4%	4.8%	15.9	0.0%	/	/	/	/
